High-throughput results: PubChem, National Center for Advancing Translational Sciences (NCATS)
CCT chaperon mod: changes cytosolic chaperonin activity | purified chaperonin ATPase assay, HTRF ADP detection, 30 min | activity change, % (concentration not given with the values), hits read low | 0.3% of 360,000 active; in the data active = activity change below about -30%; note: % is set by controls: 0 for no effect and ±100 for the full control effect
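Nucleotide hydrolysis assay: TRiC at 20–40 nM final (set by batch activity) with 10 uM ATP, 30 min at 37 °C, in presence of 76 uM compound. Detection by competitive ADP HTRF, 30 min ambient.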
PI5P4K alpha inh: blocks human PI5P4K alpha kinase activity | max response, % | PI5P4Kalpha enzyme, ADP-Glo luminescence, 60 min; active compounds read low | 1.2% of 330,000 active; active = max response of -50% or lower; inconclusive = between -30% and -50%; inactive = -30% or higher; note: value at the top dose of about 77 µM; % is set by controls: 0 for no effect and ±100 for the full control effect
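Human PI5P4Kalpha with substrate in 0.038 M HEPES pH 7.4, 0.28 mM EGTA, 0.1% CHAPS, 5% DMSO; reaction started with 5 microM ATP (final), 60 min at room temperature. ADP formed read by ADP-Glo luminescence.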
EPAC1 ag: agonists of human EPAC1. 0.073% of 360,000 active. EPAC1 agonist qHTS, biochemical assay; response scale: 100% = response to 6.5 mM cAMP. Potency, µM (series often up to 154 µM), without a hit: top-dose activation, actives largely listed as activators. AID 720707; note: potency is the fitted concentration of half-maximal effect; nearly all actives have a fitted effect of over 60% in size
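Multi-concentration qHTS readout: loss of Rap1B-bound BODIPY-GDP fluorescence driven by 100 nM EPAC1 with excess GDP (50 uM), monitored kinetically at room temperature; agonist response expressed relative to 6.5 mM cAMP.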
EPAC2 antagonist: EPAC2 (human) antagonism | Q8WZA2 | Potency, µM (doses to about 114 µM), for inactives: at the top dose activity, negative = inhibition, hits mostly inhibitors | 0.18% of 360,000 active | EPAC2 GEF exchange of Rap1B-BODIPY-GDP, fluorescence | AID 720708; note: potency is the fitted concentration of half-maximal effect; % is set by controls: 0 for no effect and ±100 for the full control effect; nearly all actives have a fitted effect of over 45% in size; many of its hits are not listed in these tables
Target sequence (Q8WZA2 whole entry, looked up): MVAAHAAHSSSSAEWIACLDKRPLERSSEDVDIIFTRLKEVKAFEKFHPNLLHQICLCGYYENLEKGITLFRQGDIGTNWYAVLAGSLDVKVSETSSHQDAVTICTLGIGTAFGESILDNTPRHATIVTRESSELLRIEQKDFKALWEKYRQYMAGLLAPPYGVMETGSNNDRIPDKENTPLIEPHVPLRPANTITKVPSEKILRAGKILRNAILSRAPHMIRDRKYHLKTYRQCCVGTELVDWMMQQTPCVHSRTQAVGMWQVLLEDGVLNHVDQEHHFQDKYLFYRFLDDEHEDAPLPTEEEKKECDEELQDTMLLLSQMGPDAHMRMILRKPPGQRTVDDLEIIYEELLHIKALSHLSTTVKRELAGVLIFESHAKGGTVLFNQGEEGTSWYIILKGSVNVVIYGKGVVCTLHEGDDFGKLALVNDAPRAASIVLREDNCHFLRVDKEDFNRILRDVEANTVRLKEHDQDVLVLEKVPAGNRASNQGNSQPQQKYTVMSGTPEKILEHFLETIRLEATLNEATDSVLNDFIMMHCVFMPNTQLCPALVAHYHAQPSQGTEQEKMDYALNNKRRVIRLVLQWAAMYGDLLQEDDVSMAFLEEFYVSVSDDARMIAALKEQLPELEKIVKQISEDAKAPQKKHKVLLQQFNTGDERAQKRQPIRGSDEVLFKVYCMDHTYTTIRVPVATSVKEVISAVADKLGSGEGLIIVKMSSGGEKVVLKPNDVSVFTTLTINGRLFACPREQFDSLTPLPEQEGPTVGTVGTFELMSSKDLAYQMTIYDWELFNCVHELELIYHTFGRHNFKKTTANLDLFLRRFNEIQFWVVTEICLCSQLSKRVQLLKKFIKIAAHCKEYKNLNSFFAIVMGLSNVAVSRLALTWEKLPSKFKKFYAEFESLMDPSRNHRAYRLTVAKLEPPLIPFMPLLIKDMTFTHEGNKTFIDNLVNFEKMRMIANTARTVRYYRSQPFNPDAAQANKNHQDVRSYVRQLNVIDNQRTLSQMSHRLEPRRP
PLK1 PBD block: PLK1 (human) polo-box domain binding inhibition; Potency, µM, for inactives: max response, negative = inhibition, hits mostly inhibitors; P53350; 2.8% of 360,000 active; AID 720504; Plk1 PBD binding of FITC phosphopeptide, fluorescence polarization; note: potency is the fitted concentration of half-maximal effect; series mostly up to about 57 µM; % is set by controls: 0 for no effect and ±100 for the full control effect; nearly all actives have a fitted effect of over 65% in size
EPAC1 antagonist: blocks human EPAC1 exchange factor | EPAC1 GEF assay, Rap1b-BODIPY-GDP exchange fluorescence | Potency, µM (top dose mostly 115 µM), for inactives: at the top dose activity change, negative = inhibition, most hits filed as inhibitors | 0.14% of 360,000 active | AID 720709;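 note: potency is the fitted concentration of half-maximal effect; plate controls were vehicle for no effect and positive control for full effect; nearly all actives have a fitted effect of over 50% in size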
MmCpn inh: inhibitors of Methanococcus maripaludis chaperonin (MmCpn); 0.031% of 330,000 active; purified Mm-Cpn ATPase, ADP Transcreener TR-FRET; Potency, µM (series often up to 76.9 µM), for the others: at the highest dose activity, negative = inhibition, most hits filed as inhibitors; note: potency is the fitted concentration of half-maximal effect; % is set by controls: 0 for no effect and ±100 for the full control effect; nearly all actives have a fitted effect of over 80% in size
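Eu-cryptate anti-ADP/ADP-d2 competition gives a ratio inversely related to ADP. Enzyme at 25 nM was pre-exposed to compound for 10 min, then given 10 uM ATP for 30 min, 37°C throughout.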
WRN inhibitor: WRN helicase (human) inhibition | WRN helicase unwinding, fluorescent forked duplex, kinetic | AID 651768 | 0.46% of 360,000 active | Potency, µM (top dose mostly 114 µM), inactives show at the highest dose activity change, negative = inhibition, usual class: inhibitors | Q14191; note: potency is the fitted concentration of half-maximal effect; % is set by controls: 0 for no effect and ±100 for the full control effect; nearly all actives have a fitted effect of over 55% in size
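WRN at 20 nM final was preincubated with compound for 15 min at room temperature; reaction started with 100 nM forked duplex oligonucleotide carrying fluorophore and quencher plus 2 mM ATP (final). Unwinding followed kinetically by red fluorescence (ex 525/em 598 nm).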
Active calls of the source: *; ? = inconclusive; . = no result given; [ ] = another dose, or the depositor's remark. Unless noted, calls come from the whole dose curve; as a rule, active = well fitted curve in the direction sought with a large enough effect; inconclusive = small, poorly fitted or top-dose-only effect, or another doubt; inactive = no such curve, though single readings can be large; an effect the other way counts as inactive or inconclusive.

SMILES	CCT chaperon mod	PI5P4K alpha inh	EPAC1 ag	EPAC2 antagonist	PLK1 PBD block	EPAC1 antagonist	MmCpn inh	WRN inhibitor
CCOC(=O)N1CCN(C/C(C)=C/c2ccccc2)CC1	-2.6	.	4%	-4%	-12%	3%	-2%	-6%
O=C(NC(Cc1c[nH]c2ccccc12)C(=O)O)c1cccc(S(=O)(=O)N2CCCCC2)c1 (stereo not drawn)	0.7	7	3%	-9%	-10%	-3%	.	-7%
O=C(N/N=C/c1ccccc1O)C(=O)Nc1ccccn1	-0.4	0	7%	-7%	-18%	?	3%	-12%
O=C(CSc1nc2nn(-c3ccccc3)c(=O)c-2c2n1CCCCC2)NCCCc1ccccc1	2.1	1	4%	1%	-7%	-18%	1%	-5%
CCCOC(=O)c1ccc(Oc2cn[nH]c2-c2ccc(OCC(=O)NN)cc2O)cc1	-2.7	-8	8%	-12%	-4%	2%	-6%	-11%
CNc1cncc(-c2ccc(CN(C)C)cc2)n1	-1.2	-2	0%	2%	-4%	-3%	.	-2%
CCc1ccc(/C=N/N2CCN(c3ccccn3)CC2)cc1	2.7	5	-5%	27%	2%	-11%	-3%	4%
O=C(C(=Cc1ccc(O)cc1)c1ccccc1)c1ccccc1	.	3	?	?	.	-3%	.	-6%
COC(=O)CSc1n[nH]c(-c2cccnc2)n1	-0.1	.	4%	5%	-1%	8%	3%	-5%
COc1ccc2c(C)c(Cc3ccccc3)c(=O)oc2c1OC	-1.6	12	-7%	-24%	7%	-8%	-3%	4%
Cc1nnc2c(-c3ccccc3)nc3ccccc3n12	-2.0	0	-7%	-2%	2%	-3%	-2%	-6%
Cn1c(COc2ccc(C(=O)O)cc2)nc2ccccc21	-5.2	-2	-12%	6%	-18%	4%	-1%	-1%
CCc1ccc(CC)c(S(=O)(=O)Nc2ccc(C(=O)O)c(O)c2)c1	-3.1	-20	3%	-29%	-2%	-16%	0%	1%
COc1ccc(OCC(=O)Nc2c(C(=O)N3CCC(N4CCCCC4)CC3)oc3ccccc23)cc1	0.5	9	3%	-6%	-7%	3%	1%	-4%[57.1 µM]
Cc1cc(C)c2cc(CN(CCO)C(=O)Nc3ccc(Cl)cc3)c(=O)[nH]c2c1	-4.2	5	-3%	4%	2%	0%	0%	1%
CCOc1ccc(NC(=O)Cn2nc(-c3ccccc3Cl)n(CC)c2=S)cc1	-5.8	-5	-6%	1%	-1%	9%	-2%	-1%
COc1ccc(CCNC(=O)CN(c2ccc(OC)c(OC)c2)S(C)(=O)=O)cc1OC	0.0	3	-8%	11%	-6%	3%	-2%	14%
O=C(N/N=C/c1cccnc1)c1cc(Br)ccc1O	0.3	-6	-7%	-9%	5%	13%	0%	-3%
CCN(CC)C(=O)N1CCN(C)CC1	-0.5	-3	-5%	25%	-6%	-13%	1%	-2%
Cc1ccc(CCNC(=O)CCNS(=O)(=O)c2ccc3c(c2)oc(=O)n3C)cc1	-1.3	.	4%	3%	-3%	-17%	-1%	4%
COC(=O)C[C@@H]1C=C[C@H](NC(=O)Nc2ccc(F)cc2)[C@@H](CO)O1	.	0	-4%	-4%	-4%	-6%	.	-2%
O=C(Nc1nnc(S(=O)(=O)N2CCCCCC2)s1)c1ccc(Cl)cc1	-1.7	-3	-2%	1%	1%	14%	-8%	-5%
CSc1ncccc1C(=O)Nc1ccccc1N1CCOCC1	-3.1	1	-5%	-3%	10%	2%	-2%	-3%
CC(NC(=O)C1CCN(C(=O)Nc2ccccc2)CC1)c1ccccc1 (stereo not drawn)	-0.7	2	4%	8%	4%	-3%	0%	2%
O=C(OCc1cccc([N+](=O)[O-])c1)c1cnccn1	0.0	5	3%	-2%	-9%	-5%	-4%	0%
CCOC(=O)N1CCN(C(=O)c2cccc(S(=O)(=O)Nc3ccc(Br)cc3)c2)CC1	-0.5	7	-1%	18%	-3%	16%	1%	-6%
CCCCn1nc(C(=O)N(C)CC(=O)Nc2ccc(F)c(F)c2F)ccc1=O	-3.2	2	-1%	10%	-1%	16%	-2%	1%
CC(C)(C)OC(=O)C[C@@H]1C/C=C\C[C@@H](CC(=O)N(CCO)Cc2ccccc2)C(=O)N[C@H](Cc2c[nH]c3ccccc23)COC1=O	-2.5	0	3%	-25%	-10%	-10%	2%	1%
Cc1occc1C(=O)Nc1cc(C(F)(F)F)ccc1Cl	-0.3	.	-4%	0%	-7%	-10%	0%	-1%
Cc1cc(NC(=O)C2CC=CCC2C(=O)O)no1 (stereo not drawn)	-0.6	1	-5%	-9%	-9%	9%	2%	-2%
Cc1cc2nc(NC(=O)C3(C)CCN3C(=O)C(C)C)[nH]c2cc1C (stereo not drawn)	-0.8	?	-11%	4%	-10%	-9%	.	-6%
Clc1ccccc1Cn1nnc2c(Nc3ccccc3)ncnc21	-0.2	.	22%	-5%	?	-7%	-3%	-16%
Cc1ccc(CN2CCN(c3ccccc3Cl)CC2)o1	-0.8	-5	4%	-2%	0%	2%	.	-28%
CCCC(c1nnnn1C(C)(C)CC)N1CCN(C2CCCC2)CC1 (stereo not drawn)	-2.8	-2	6%	-1%	-26%	-16%	-2%	10%
Brc1ccc(-c2nnc(SCCC3OCCCO3)o2)cc1	-2.2	.	6%	-6%	-3%	-4%	-1%	-3%
COc1ccccc1NC(=O)CSc1ccc(-c2cccs2)nn1	-3.2	-5	-2%	-12%	-1%	?	-1%	-7%
COC(=O)[C@@]12C[C@@H](CC(=O)NCc3ccc(OC)c(OC)c3)C(=O)N(Cc3ccccc3)C1=CCC(C)(C)C2	.	1	-1%	-27%	2%	5%	.	-5%
O=C(c1ccc(Cn2c(=O)[nH]c3ccccc3c2=O)cc1)N1CCN(c2ccccc2)CC1	-1.9	7	10%	-14%	-8%	-17%	1%	2%
COc1cc2nc(CN3CCN(S(=O)(=O)c4ccccc4[N+](=O)[O-])CC3)[nH]c(=O)c2cc1OC	0.7	-3	3%	11%	3%	0%	.	5%
CCC(=O)N1CCN(C(=O)CC)C1c1ccccc1	-0.2	-2	-9%	9%	-5%	2%	1%	-5%
COc1ccccc1CN1CC(C(=O)NCCc2ccc(Cl)cc2)CC1=O (stereo not drawn)	-2.4	1	-5%	4%	-16%	-9%	2%	7%
COC(=O)C1CCN(C(=O)CC(NC(=O)C(F)(F)F)c2cccs2)CC1 (stereo not drawn)	-1.9	0	6%	3%	-10%	8%	-2%	2%
CCCNC(=O)c1onc(CS(=O)(=O)c2cc(C)cc(C)c2)c1C(=O)NCCC	-2.8	1	-17%	-19%	-7%	4%	-4%	-5%
CCOC(=O)c1sc(N/N=C/c2cccc(C)c2)nc1C	-1.0	0	2%	3%	-9%	3%	-3%	-2%
COc1c(Br)cc(C(N)=O)cc1OCc1ccccc1	0.3	-2	6%	1%	4%	-7%	0%	9%
COc1ccc(C(=O)NC(=S)Nc2ccc(N3CCN(C(C)=O)CC3)cc2)cc1[N+](=O)[O-]	-0.4	-13	4%	-1%	-11%	-6%	-1%	-31%
O=C1OC(c2ccccc2)C(O)=C1c1ccccc1 (stereo not drawn)	-6.6	3	5%	-6%	2%	-8%	.	-32%
O=C(COC(=O)CCc1nc2ccccc2s1)Nc1cccc(S(=O)(=O)N2CCOCC2)c1	1.2	0	2%	0%	0%	-3%	2%	-1%
CCOC(=O)N1CCC(N2CCCC(CO)(Cc3cccc(Cl)c3)C2)CC1 (stereo not drawn)	0.0	4	-8%	14%	-2%	-3%	-1%	5%
Cc1ccc(N2CCN(C(=O)c3cn(CC4CCCCC4)nn3)C(C)C2)cc1 (stereo not drawn)	-1.5	4	-2%	4%	-3%	-28%	.	-6%
Cc1ccc(N2CCN(c3ccc(C)cc3)C2c2ccncc2)cc1	0.3	4	-13%	-5%	-19%	0%	-2%	4%
CCOc1ccc(N2CC(C(=O)NCCCN3CCOCC3)CC2=O)cc1 (stereo not drawn)	2.3	0	-6%	1%	-2%	4%	3%	1%
COc1ccc(NC(=S)N(CCCN2CCC(C)CC2)Cc2cccs2)cc1	0.6	-1	-5%	1%	-8%	-8%	0%	4%
Cn1cccc1C(=O)OCC(=O)Nc1sccc1C#N	-2.1	?	-2%	15%	-4%	5%	-3%	-17%
C[C@@H]1CN([C@H](C)CO)C(=O)CCCn2cc(nn2)CO[C@H]1CN(C)C(=O)Nc1ccc2c(c1)OCCO2	-1.9	-7	5%	-4%	-14%	13%	.	2%
C[n+]1cc(-c2ccccc2)n2c1CCCCC2	-0.4	.	0%	-2%	-2%	-7%	0%	-5%
Clc1ccc(CSc2nnc(-c3cccnc3)n2Cc2ccco2)c(Cl)c1	-0.2	?	4%	-3%	-27%	-3%	0%	-9%
Cc1ccc(S(=O)(=O)N(C)CC(=O)OCC(=O)c2ccc3c(c2)NC(=O)CO3)cc1	1.9	12	5%	-4%	1%	-18%	0%	-1%
CCCCn1c(SCC(=O)c2c(N)n(C3CC3)c(=O)[nH]c2=O)nc2cc(S(N)(=O)=O)ccc21	-2.3	-21	2%	8%	-4%	-1%	3%	-12%
C=CCn1c(SCc2ccc(C(=O)NCCO)cc2)nc2ccccc2c1=O	-1.9	2	-8%	-19%	-3%	1%	1%	8%
More structures.
SMILES	CCT chaperon mod	PI5P4K alpha inh	EPAC1 ag	EPAC2 antagonist	PLK1 PBD block	EPAC1 antagonist	MmCpn inh	WRN inhibitor
CC(=O)N/C(=C\c1ccccc1)C(=O)NC(C)C(=O)O (stereo not drawn)	-3.3	-1	-4%	-1%	5%	8%	-3%	6%
N#Cc1cn(CC(=O)NCc2cccnc2)c2ccccc12	0.0	.	10%	1%	1%	5%	2%	-6%
COC(=O)c1sccc1NC(=O)Nc1cc(OC)ccc1OC	0.2	7	0%	-10%	1%	-26%	0%	-7%
N#Cc1ccccc1S(=O)(=O)N1CCN(C(=O)[C@H](Cc2ccccc2)NC(=O)c2ccco2)CC1	-1.8	-5	11%	-4%	0%	1%	0%	10%
Cc1ccc2nc(COC(=O)CNC(=O)c3ccccc3)cn2c1	0.5	7	1%	11%	-5%	-5%	-6%	8%

Ordered by number of heavy atoms (lowest first): some entries from above.
SMILES	CCT chaperon mod	PI5P4K alpha inh	EPAC1 ag	EPAC2 antagonist	PLK1 PBD block	EPAC1 antagonist	MmCpn inh	WRN inhibitor
COC(=O)c1sccc1NC(=O)Nc1cc(OC)ccc1OC	0.2	7	0%	-10%	1%	-26%	0%	-7%
Cc1ccc2nc(COC(=O)CNC(=O)c3ccccc3)cn2c1	0.5	7	1%	11%	-5%	-5%	-6%	8%
C=CCn1c(SCc2ccc(C(=O)NCCO)cc2)nc2ccccc2c1=O	-1.9	2	-8%	-19%	-3%	1%	1%	8%

Not all compounds are listed, so the mix of outcomes need not match the whole.
